GSK3B inh: inhibitors of human GSK3beta kinase; P49841; GST-GSK3beta kinase, ADP-Glo luminescence, 60 min; stronger effect = lower value; activity score (negative = inhibition), % at 10 µM; actives 0.038% (n = 300,000); AID 2097;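 active means more than half of replicate wells score below -50%, meaning over 50% inhibition versus plate controls; inconclusive means some replicates but at most half score below -50%; inactive means no replicate scores below -50%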;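 further: 0% = median DMSO wells and -100% = median GW8510 positive control wells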
Target sequence (P49841 whole entry, looked up): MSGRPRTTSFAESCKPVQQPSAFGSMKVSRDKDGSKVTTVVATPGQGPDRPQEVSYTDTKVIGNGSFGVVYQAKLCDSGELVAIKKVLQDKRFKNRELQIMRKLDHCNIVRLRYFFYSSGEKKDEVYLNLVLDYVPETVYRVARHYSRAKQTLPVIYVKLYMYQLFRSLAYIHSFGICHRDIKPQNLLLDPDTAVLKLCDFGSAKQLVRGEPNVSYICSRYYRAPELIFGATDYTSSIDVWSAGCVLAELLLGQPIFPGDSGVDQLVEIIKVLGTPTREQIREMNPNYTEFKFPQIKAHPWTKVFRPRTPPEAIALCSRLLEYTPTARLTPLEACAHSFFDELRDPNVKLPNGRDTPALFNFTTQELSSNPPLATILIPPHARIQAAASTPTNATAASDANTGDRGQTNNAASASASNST
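Assay system: GST-tagged human GSK3beta kinase, cell-free; Input: 1.6 ng GSK3beta; Medium: Tris/MgCl2 kinase buffer; Timing: 60 min enzyme reaction, room temperature; Signal: ADP-Glo luminescence quantifying ADP generated by kinase; Evaluation: score relative to plate controls; Benchmarks: DMSO neutral wells and GW8510 at 20 µM as positive.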
HSF1 activator: increases HSF-1 driven luciferase reporter signal. NIH3T3-HGL HSF-1 luciferase reporter, MG132, 8 h; 100% = twice DMSO control signal. activation, % at 9 µM. actives 1.7% (n = 300,000);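 active means mean replicate activation of at least 50% with a set share of replicates each reaching 50%; inconclusive means only one of those two conditions met; inactive means mean below 50% and too few replicates reaching it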;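 further: 0% = median of the neutral control wells and 100% = twice that signal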
aSyn 5UTR inh: MLPCN primary screen, SNCA 5' untranslated region. actives 0.82% (n = 300,000). inhibition, % (tested at 7.5 µM). alpha-synuclein 5'UTR reporter, inhibitor activity; in the data active means inhibition above about 60%; inconclusive means no clear call, values can overlap the other calls;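 further: H4 neuroglioblastoma cells stably carrying SNCA 5'UTR luciferase fusion; 0% = DMSO wells and 100% = positive control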
HSF1 inh: HSF1 inhibition; AID 2098; NIH3T3-HGL HSE-luciferase, MG132-induced, luminescence 8 h; stronger effect = lower value; activity change, negative = inhibition, % at 7.5 µM (by protocol); actives 0.77% (n = 300,000);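 active means more than half of replicate wells show activity change below -50%, luminescence cut by over half; inconclusive means some wells, but at most half, below -50%; inactive means no replicate well below -50%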;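 further: luciferase reports HSF-1 transcriptional activity via heat shock element; 0% = median of DMSO wells and -100% = zero luminescence signal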
PolyA inh: inhibitors of polyadenylation in S. cerevisiae; S. cerevisiae SKY197-pL101 polyadenylation reporter, beta-gal luminescence; efflux-impaired pdr1/pdr3 knockout yeast; score 100 = 6 SD above DMSO; calls only at 12 µM; actives 0.02% (n = 300,000);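 active means lowest replicate activity score at least 50, where 100 means six control SD above control mean; inconclusive means lowest score under 50 but half or more replicates reach 50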;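 further: yeast exposed to compound for 9 h at 30 °C; higher score means more reporter readthrough which indicates perturbed polyadenylation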
AI-2 QS modul: modulates the Vibrio harveyi AI-2 quorum sensing system | Vibrio harveyi JMH597 AI-2 luminescence/OD600 ratio, 9 h; stronger effect = lower value; strain lacks LuxN and CqsS sensors; 0 = neutral-control median | activity change, % at 7.5 µM | actives 0.4% (n = 300,000) | AID 2094; in the data active means activity change below about -75%, passing the limit was not always enough; inconclusive means no clear call, values can overlap the other calls;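 further: luminescence divided by OD600 gain over 9 h not by final OD600 alone; inactives centre near 13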
KLF5 inhibitor: kruppel-like factor 5 inhibition | actives 0.23% (n = 290,000) | inhibition, % at 5 µM | DLD-1 KLF5 promoter-luciferase reporter, luminescence | AID 1700;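 active means inhibition above a per-plate limit of that plate's mean compound inhibition plus 3 SD, cut at about 60% in these data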;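 further: 0% = DMSO wells and 100% = LY294002 at 200 µM; higher means less KLF5 promoter-driven luciferase light; inactives centre near -14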
IEC-6 tox: counter-screen for KLF5 inhibitors: cytotoxicity in IEC-6 cells; IEC-6 cytotoxicity, luminescence viability; inhibition, % at 5 µM; actives 0.78% (n = 290,000); in the data active means inhibition above about 22%;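 further: 0% = plate median of test compound wells and 100% = cytotoxic reference compound wells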
GSK3 alpha inh: blocks human GSK-3 alpha kinase | inhibition, % at 10 µM | actives 0.1% (n = 320,000) | ADP-Glo luminescence, 60 min | P49840 | AID 2650;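 in the data active means inhibition above about 50%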;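 further: GST-tagged GSK-3 alpha with peptide substrate and 25 µM ATP; 0% = DMSO neutral wells and 100% = GW8510 positive control wells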
Target sequence (P49840 whole entry, looked up): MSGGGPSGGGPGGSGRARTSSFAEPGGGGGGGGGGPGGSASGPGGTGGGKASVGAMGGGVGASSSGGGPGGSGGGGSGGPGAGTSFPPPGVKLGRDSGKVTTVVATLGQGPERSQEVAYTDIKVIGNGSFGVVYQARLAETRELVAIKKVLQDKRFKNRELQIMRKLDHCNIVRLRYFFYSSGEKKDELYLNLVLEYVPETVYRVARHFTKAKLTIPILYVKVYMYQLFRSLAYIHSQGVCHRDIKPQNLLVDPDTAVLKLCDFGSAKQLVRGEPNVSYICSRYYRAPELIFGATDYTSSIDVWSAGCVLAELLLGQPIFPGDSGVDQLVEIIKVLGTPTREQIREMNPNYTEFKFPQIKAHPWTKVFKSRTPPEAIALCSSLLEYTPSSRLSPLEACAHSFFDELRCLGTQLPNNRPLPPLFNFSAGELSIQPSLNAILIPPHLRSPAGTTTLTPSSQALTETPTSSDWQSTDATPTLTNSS
HSP90 inh: blocks HSP90-mediated luciferase refolding in reticulocyte lysate. Rabbit reticulocyte lysate, luciferase refolding luminescence, 3 h. inhibition, % at 5.6 µM. actives 0.91% (n = 290,000). AID 1789;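 active means inhibition above the screen-wide mean plus 3 SD, computed separately per campaign, cut at about 16% in these data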;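 further: 0% = DMSO wells and 100% = 60 µM geldanamycin wells; inhibitors lower the luminescence because luciferase stays unfolded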
* hit, by the source's call; i = inactive; ? = inconclusive; / = not tested or not shown.

SMILES	GSK3B inh	HSF1 activator	aSyn 5UTR inh	HSF1 inh	PolyA inh	AI-2 QS modul	KLF5 inhibitor	IEC-6 tox	GSK3 alpha inh	HSP90 inh
CC1CCN(S(=O)(=O)c2cc([N+](=O)[O-])ccc2Cl)CC1	8	12	-35	11	i	24	-23	-5	/	0
COc1ccc(N(CC(=O)NCc2ccccc2OC)S(=O)(=O)c2c(C)nn(C)c2C)cc1	1	-14	-35	-1	i	9	20	0	-1	-5
Cc1ccc(CNC(=O)c2ccc3c(=O)n4c(-c5ccc(C)cc5)csc4nc3c2)cc1	1	-5	19	-7	i	12	/	/	1	/
CCCNC(=O)Nc1nc2ccccc2s1	-11	41	-118	16	i	7	-105	6	1	21*
CC(C)(C)c1ccc(N2C(=O)CC(c3ccccc3)C2=O)cc1 (stereo unspecified)	4	-2	-16	-7	i	35	-19	4	-1	-2
CCCCNC(=O)c1nn2c(C(F)(F)F)cc(-c3ccc(OC)cc3)nc2c1Br	/	-26	6	-8	i	/	-8	5	0	2
Cc1cccc(COc2ccccc2C(=O)NC2CCC(O)CC2)c1 (stereo unspecified)	2	-3	33	1	i	19	/	/	4	/
COc1ccc(CCN(C)C/C=C/c2ccccc2)cc1OC	4	-11	3	-7	i	8	-55	0	-2	-2
COc1ccc(/C=C(/NC(=O)c2ccccc2)C(=O)NCC2CCCO2)cc1 (stereo unspecified)	-5	7	-1	-6	i	19	4	-2	-3	-1
C=CCn1cccc(C(=O)Nc2ccc(OC)cc2)c1=O	-2	26	-97	16	i	9	-66	-3	9	-4
CCCCc1cc(=O)oc2cc(OC3CCCCC3=O)ccc12 (stereo unspecified)	-1	-4	-11	-9	i	-6	-26	3	-1	-7
COc1ccc(CNC(=O)C2CCN(C(=O)c3ccccc3)CC2)cc1	0	0	5	-5	i	6	-11	-3	-3	3
O=C(O)CCC(=O)Nc1sc2c(c1C(=O)NC1CCCC1)CCCC2	-2	-6	19	-2	i	12	-35	4	-2	-1
Cc1ccc(Nc2nnc(SCC(=O)NC3CCCc4ccccc43)s2)cc1 (stereo unspecified)	0	15	8	1	i	39	-12	-4	/	-2
O=C(CN1CCC(C(=O)O)CC1)Nc1ccccc1Oc1ccccc1	1	40	3	0	i	1	-4	4	0	3
COc1cc2c(cc1NC(=O)c1cc(-c3ccncc3)nc3ccccc13)oc1ccccc12	0	20	-42	-9	i	14	-59	5	-13	3
COC(=O)C1=C(C)N(c2ccc(Br)cc2)C(=O)/C1=C\c1ccco1	-3	23	-24	17	i	27	-5	3	-1	3
O=C(Nc1ccccc1OC(F)F)C1CC(=O)N(Cc2ccccc2)C1 (stereo unspecified)	3	3	1	-1	/	12	/	/	-2	/
Cc1ccc(OCc2ccc(C(=O)Nc3nc4ccccc4n3Cc3ccccc3)o2)c([N+](=O)[O-])c1	1	10	?	2	i	2	-26	0	1	4
COc1cc(Br)c(C2C(C#N)=C(N)Oc3n[nH]c(-c4cccnc4)c32)cc1OC (stereo unspecified)	-1	-11	-45	21	i	8	-22	6	3	12
CC(C)n1c(SCC(N)=O)nc2c1c(=O)[nH]c(=O)n2C	-1	-25	6	-2	i	25	-26	-5	/	0
CCCN1Cc2cccc(C(=O)NC(CC(=O)OCC)c3ccc(C)cc3)c2C1=O (stereo unspecified)	-3	3	-3	3	i	10	-11	-1	0	3
CCCC(C)C(=O)Nc1nc(C)c(-c2csc(Nc3ccc(Cl)cc3)n2)s1 (stereo unspecified)	-1	11	-39	8	i	23	-35	7	-1	2
c1ccc(CN2C3=NCCCN3c3ccccc32)cc1	4	-3	-15	-9	i	9	-5	-1	0	0
CC1CCc2nc(NC(=O)CN3CCN(c4ccccc4)CC3)sc2C1 (stereo unspecified)	3	-7	-10	4	i	27	-17	-2	-1	-1
CN(C(=O)c1ccco1)c1nc(-c2ccc(F)cc2)cs1	/	83*	-146	36	i	/	-238	1	1	-1
COc1cccc(-c2cc(C(=O)N3CCN(C(=O)c4ccco4)CC3)[nH]n2)c1	1	-9	-2	6	i	10	-13	2	2	0
CCCCCn1c(C(C)NC(=O)CCC)nc2ccccc21 (stereo unspecified)	1	15	1	1	i	8	-17	2	-1	2
COc1ccc(-n2nc(C(=O)NCC(=O)N3CCN(c4ccc(F)cc4)CC3)c3ccccc3c2=O)c(OC)c1	-2	2	-65	2	i	17	-27	2	-1	-6
CC1=C(C(=O)OC(C)C)C(c2ccco2)NC(=O)N1 (stereo unspecified)	3	0	-23	1	i	10	-32	-7	-7	4
O=C(CC1(O)C(=O)Nc2ccc(Br)cc21)c1ccc2c(c1)OCO2 (stereo unspecified)	-4	57*	-46	8	i	6	-40	11	2	0
CN(Cc1ccccc1)C(=O)CSc1cc(=O)n(C)c2ccccc12	-4	38	6	15	i	0	-7	4	-2	-1
COCCOc1ccc(C(F)(F)F)cc1NC(=O)c1ccc(C)cc1	-1	-12	-18	-4	i	17	8	1	-2	-2
COc1ccc(C2=NOC(C(=O)NCCCn3ccnc3)C2)cc1 (stereo unspecified)	1	2	-14	2	i	41	-17	0	0	0
CCCC1=NN2C(=N)/C(=C\c3cc(C)n(Cc4ccccc4)c3C)C(=O)N=C2S1	-4	7	-12	14	i	-8	-4	-5	1	-1
Cc1ccc(N2CCN(C(=O)Nc3cccc([N+](=O)[O-])c3)CC2C)cc1 (stereo unspecified)	-3	15	6	4	i	6	3	3	0	-2
Cc1ccc(C(=O)N2NC(c3ccccc3F)C3C(=O)N(c4cccc(C)c4)C(=O)C32)cc1 (stereo unspecified)	-2	-16	-16	-13	i	2	-13	2	/	-2
O=C(Nc1nc2c(s1)CCc1ccccc1-2)c1ccco1	-2	15	-140	3	i	17	-133	0	0	3
Cc1ccccc1NC(=O)c1nnn(-c2ccc3c(c2)OCCO3)c1N	-3	35	-135	14	i	35	-144	2	2	1
COc1cccc2sc(N3CCN(C(=O)C4COc5ccccc5O4)CC3)nc12 (stereo unspecified)	2	-5	1	-1	i	5	/	/	-2	/
COc1nc(-c2ccccc2)c2c(c1C#N)CC(C)(C)OC2	-3	-14	12	-3	i	28	-38	2	15	1
O=C(NCCO)C(=O)c1c(-c2ccc(Cl)cc2)cc2ccccn12	1	-1	-12	-4	i	4	-18	4	/	2
CCc1nnc(NC(=O)c2ccc(C)o2)s1	-3	15	-47	7	i	20	-88	2	1	-4
CCOc1ccc(NS(=O)(=O)c2cc(C(=O)N3CC(C)OC(C)C3)ccc2C)cc1 (stereo unspecified)	-3	-10	15	2	i	21	/	/	-2	/
COc1ccc(O)c(C(=O)CC(=O)c2ccc(F)cc2)c1	-1	35	73*	25	i	47	-121	-2	2	21*
CCCN1CCN(CCCNC(=O)Cn2cc3c(n2)CCCC3)CC1	-1	2	9	-2	i	26	0	2	-3	-1
CSc1c(CC(=O)Nc2ccccc2)n(Cc2ccccc2)c2ccccc12	1	34	-1	0	i	22	-1	1	-2	2
CCN(CC)CC#CC(C)(C)OC(C)=O	2	8	-16	0	i	32	0	-2	0	-2
CCOc1ccc(C(=O)NCC2CCN(CC3CCCCC3)CC2)cc1	1	3	-18	5	i	-7	-38	3	/	0
CC(C)c1ccc(NC(=O)c2ccc3c(c2)CCN3S(C)(=O)=O)cc1	3	6	-26	1	i	28	-70	5	1	-4

Following part
SMILES	GSK3B inh	HSF1 activator	aSyn 5UTR inh	HSF1 inh	PolyA inh	AI-2 QS modul	KLF5 inhibitor	IEC-6 tox	GSK3 alpha inh	HSP90 inh
COc1ccc(C(=O)c2c(C)c(CCC#N)n3ccccc23)c(OC)c1	0	-1	18	1	i	32	-26	-1	-2	-6
CC(C)(C)C(=O)NN=C1CCC(c2ccccc2)CC1 (stereo unspecified)	3	1	14	-6	i	-1	-46	1	1	-1
CCc1ccc(CN2CCC(n3nccc3NC(=O)Cc3ccccc3)CC2)o1	-3	8	13	3	i	38	-24	-5	1	-7
CC(C)c1cccc(C(C)C)c1OC(=O)NC(=O)c1c(F)cccc1F	0	5	7	-3	i	15	-26	-5	-2	-4
CNc1c(N)c(=O)oc2ccccc12	-5	34	-74	10	i	1	-17	-6	0	0
NC1=NC(=O)/C(=C/c2cn(Cc3ccccc3)c3ccccc23)S1	7	60*	-17	12	i	17	-20	1	0	4
COC(=O)C1=CN(c2ccc(OC)cc2)C=C(C(=O)OC)C1c1cccc(F)c1	0	10	23	8	i	32	-15	-6	-4	4
CC(Oc1ccc2oc(-c3ccccc3)c(C(=O)O)c2c1)C(=O)O (stereo unspecified)	1	-2	-6	-5	i	21	-21	-2	-3	6
CC(/C=C1\SC(=Nc2cccnc2)NC1=O)=C\c1ccccc1	0	18	-113	-8	i	19	-15	-2	10	0
CCN(Cc1nc2ccccc2n1C)c1ccccc1	0	2	2	1	i	16	-23	2	-1	1
COc1ccc(C(=O)NCCCCNC(=O)c2ccc(OC)c(OC)c2)cc1OC	1	-10	8	1	i	5	-17	5	2	-3
Cn1cnnc1Sc1ccc(C(=O)OCC(=O)NCC(F)(F)F)cc1[N+](=O)[O-]	2	-15	-10	-2	i	4	-32	-1	0	-1
C/C(=N\NC(=O)c1cccc(Br)c1)c1cccc(NC(=O)c2ccc(C)o2)c1	-1	-5	-23	10	i	15	-40	0	-3	-6
Cc1c(C)[n+](=O)c(-c2ccc(Br)cc2)c(C)n1[O-]	3	-7	10	-3	i	/	-24	-4	0	3
Cc1ccc(NC(=O)c2ccc(S(=O)(=O)NCc3cccnc3)cc2)cc1C	0	1	-19	2	i	18	-29	-7	-2	-3
CSCCOC(=O)C1=C(C)NC(=O)CC1c1ccccc1Cl (stereo unspecified)	-4	1	-5	0	i	-6	-12	-1	8	1
O=C(NCc1cccnc1)c1ccccc1[N+](=O)[O-]	4	-3	13	2	i	-2	-10	4	9	-6
Cc1ccc(-n2ncc3c2CC(C)(C)CC3NC(=O)CCc2ccncc2)cc1 (stereo unspecified)	3	5	22	5	i	13	-10	6	0	-3
CCOC(=O)c1c(NC(=O)CN2CCN(C(=O)c3ccco3)CC2)sc2c1CCCC2	-4	14	7	5	i	24	-13	1	-1	6
CCOc1ccc(C(=O)CSc2nnc3ccccn23)cc1	1	32	-154	11	i	14	-108	2	-1	-2
Cc1ccc(-c2csc(NC(=O)C3CCN(S(=O)(=O)c4cccs4)CC3)n2)cc1	-4	-14	-8	1	i	16	2	10	-1	4
CCOc1cc(NC(=S)NCc2ccccc2)c(OCC)cc1NC(=O)C(C)C	0	32	3	13	i	37	-47	-4	2	0

Only part of the results is shown; rates above refer to the full screens.
